SENP1 FRET inh: inhibitors of human SENP1 SUMO protease catalytic domain; recombinant SENP1 catalytic domain, CyPet-SUMO1-YPet FRET cleavage; inhibition, % at 10 µM; 0.21% of 360,000 active; AID 624204;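 active = inhibition at least 30% at 10 µM, raw YFP signal under a set limit, fluorescence ratio 0.5 to 1.5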;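 also: 0% = enzyme with DMSO and 100% = no enzyme wells; some results filed as inactive read as strong as hits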
Target sequence (Q9P0U3 419-644 limits assumed): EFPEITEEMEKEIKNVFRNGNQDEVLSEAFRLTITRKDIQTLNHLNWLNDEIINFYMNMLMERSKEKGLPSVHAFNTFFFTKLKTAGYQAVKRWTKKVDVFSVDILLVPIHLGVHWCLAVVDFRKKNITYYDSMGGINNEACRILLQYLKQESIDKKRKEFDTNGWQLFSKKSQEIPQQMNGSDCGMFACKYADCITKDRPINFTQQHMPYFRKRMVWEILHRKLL
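Material – human SENP1 catalytic domain · Input – SENP1 enzyme, 20 pM final · Compound dosing – single concentration of 10 µM compound, 0.5% DMSO final · Timing – enzyme reaction for 50 min at room temperature, dark · Measured by – FRET fluorescence in CFP and YFP emission channels · Control set – no-enzyme wells low, DMSO-plus-enzyme wells high control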
SENP6 inh: blocks the human protease SENP6; Recombinant SENP6 catalytic domain, aminoluciferin luminescence; inhibition, % at 10 µM; Q9GZR1; 1.8% of 330,000 active;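 active = inhibition above about 50% at the single tested dose, limit read from the data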;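 also: plate controls were DMSO wells with enzyme for no effect and DMSO wells lacking enzyme for full effect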
PfGluPho inh: PfG6PD (Plasmodium falciparum) enzyme inhibition | PfGluPho enzyme, NADPH resazurin-diaphorase fluorescence | AID 504690 | 0.78% of 350,000 active | inhibition, % at 20 µM;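 active = inhibition reaching at least a set limit at 20 µM in the primary screen, cut at about 59% in these data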;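 also: 0% = DMSO wells with substrate and 100% = DMSO wells lacking glucose-6-phosphate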
hIAP act: human IAP activation; activation factor at 10 µM; purified human IAP, CDP-Star luminescence, 30 min; active compounds read high; 1 = vehicle-only enzyme, 0 = enzyme-free background; 0.16% of 330,000 active;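 active = activation factor of the enzyme at least 2-fold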; also: the source names both 10 and 20 µM as test concentration; values of inactives mirror those of a sister screen read the other way
Target sequence (P09923 whole entry, looked up): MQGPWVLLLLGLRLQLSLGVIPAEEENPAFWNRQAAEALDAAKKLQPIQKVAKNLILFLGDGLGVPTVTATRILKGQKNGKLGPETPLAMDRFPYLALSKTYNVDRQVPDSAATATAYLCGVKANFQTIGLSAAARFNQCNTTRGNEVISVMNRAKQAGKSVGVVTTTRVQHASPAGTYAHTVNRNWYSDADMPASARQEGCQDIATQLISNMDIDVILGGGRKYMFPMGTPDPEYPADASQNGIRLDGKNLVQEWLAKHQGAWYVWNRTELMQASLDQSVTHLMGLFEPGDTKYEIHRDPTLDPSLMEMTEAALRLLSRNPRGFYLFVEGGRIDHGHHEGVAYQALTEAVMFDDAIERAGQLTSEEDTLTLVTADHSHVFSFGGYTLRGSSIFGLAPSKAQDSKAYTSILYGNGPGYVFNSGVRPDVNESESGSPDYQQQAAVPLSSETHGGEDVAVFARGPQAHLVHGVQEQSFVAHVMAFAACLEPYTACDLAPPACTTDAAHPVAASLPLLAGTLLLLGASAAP
MPTP inh: permeability transition pore inhibition. isolated mouse mitochondria, Ca2+ swelling absorbance, 30 min. inhibition, % at 10 µM. 1.4% of 360,000 active;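 active = inhibition of 50% or more, scaled per plate between neutral and stimulator controls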;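 also: 0% = DMSO wells given calcium and 100% = 1 mM EGTA wells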
SENP8 block: inhibitors of human SENP8 protease; recombinant SENP8, Nedd8 substrate fluorescence; inhibition, % at 20 µM; AID 602440; 0.64% of 360,000 active; Q96LD8; in the data active = inhibition mostly above about 40%, no sharp cut-off; inactive = mostly below about 27%
Target sequence (Q96LD8 whole entry, looked up): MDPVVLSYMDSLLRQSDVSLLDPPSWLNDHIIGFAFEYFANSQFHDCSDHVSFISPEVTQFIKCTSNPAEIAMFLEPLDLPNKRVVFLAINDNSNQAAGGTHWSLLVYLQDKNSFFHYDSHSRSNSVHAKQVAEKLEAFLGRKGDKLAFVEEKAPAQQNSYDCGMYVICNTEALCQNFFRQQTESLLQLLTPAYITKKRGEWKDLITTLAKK
* = called active by the depositor; i = inactive; . = no result given.

SMILES | SENP1 FRET inh | SENP6 inh | PfGluPho inh | hIAP act | MPTP inh | SENP8 block
CC(=O)c1cccc(NC(=O)Nc2cnn(Cc3ccc(F)cc3)c2)c1 | . | 4 | . | 1 | . | .
Cc1ccc(-c2cc(=O)c3cc(Cl)ccc3[nH]2)cc1 | . | -15 | . | 0.93 | . | .
CCOC(=O)c1[nH]c2ccc(Br)cc2c1NC(=O)CCN1CCCC(C)C1 (stereo not given) | . | -18 | . | 0.88 | . | .
Cc1nc(-c2ccccc2)sc1C1(C)CC(c2cccnc2)=NO1 (stereo not given) | . | -13 | . | 1.2 | . | .
CC[C@H]1CC2CN3CCc4c([nH]c5c([C@H]6C[C@H]7[C@H](CC)CN(C)[C@@H](Cc8c6[nH]c6ccccc86)[C@H]7C(=O)OC)c(OC)ccc45)C(C(=O)OC)(C2)C13 | . | 2 | . | 0.83 | . | .
Cc1ccc(S(=O)(=O)N2CCC(C(=O)N[C@@H](C)C(=O)NC3CCS(=O)(=O)C3)CC2)cc1 (stereo not given in full) | . | 1 | . | 1.1 | . | .
COC(=O)c1ccc(C(=O)Nc2nnc(-c3cccnc3)o2)cc1 | . | 4 | . | 1.2 | . | .
C=CCNc1ccc(N2C(=O)C3CCC(C)CC3C2=O)cc1[N+](=O)[O-] (stereo not given) | . | -13 | . | 0.94 | . | .
CCCCNC(=O)C(C1CCCCC1)N(CCN(C)C)C(=O)CCCN1C(=O)NC(c2ccc(-c3ccccc3)cc2)C(C(=O)OCc2ccccc2)=C1C (stereo not given) | . | . | -8 | . | . | .
CN(C)CCN(Cc1ccccc1)C(c1ccnc2ccccc12)c1nnnn1-c1ccc2c(c1)OCCO2 (stereo not given) | -8 | . | . | . | 5.0 | 9
Cc1ccccc1C(NC(=O)C1CCN(Cc2ccc(Oc3ccccc3)cc2)CC1)c1ccsc1 (stereo not given) | 1 | . | . | . | 4.4 | 16
Cc1c(Br)cccc1NC(=O)C1(C)CCN1C(C)C (stereo not given) | 1 | . | . | . | -2.1 | -2
CC(C)NC(=O)C1(C)CN(S(C)(=O)=O)CC(=O)N1CCOc1ccccc1 (stereo not given) | -2 | . | . | . | 0.7 | 10
CC(=O)c1cc2cccc(OC3(C)CCN(Cc4ccc5ccccc5c4)C3)c2o1 (stereo not given) | 1 | . | . | . | 1.4 | 0
CN[C@@H](CO)C(=O)NC[C@H]1O[C@@H](n2cnc3c(=O)[nH]c(N)nc32)[C@H](O)[C@@H]1O | -1 | . | . | . | 0.7 | 18
CC1(C(=O)NS(=O)(=O)Cc2cccc(Cl)c2)CCN1C(=O)C1(c2ccc(Cl)cc2)CC1 (stereo not given) | 2 | . | . | . | 1.0 | 30
C[C@@H](NC(=O)[C@@H]1CCCN1C(=O)[C@@H]1CCCN1C(=O)c1ccccc1)c1ccccc1 | 2 | . | . | . | -1.4 | 15
Cc1cnc2ccc(F)cc2c1 | 0 | . | . | . | -1.0 | 8
CCCCCCCCN1C(=O)[C@H](CC(=O)N2CCOCC2)C[C@@]2(C(=O)OCC)CCCC=C12 | 2 | . | . | . | -0.9 | 16
CC(=O)Nc1cc(-c2cccc(NS(C)(=O)=O)c2)cn2c(-c3cccc(C(F)(F)F)c3)cnc12 | -5 | . | . | . | 1.4 | -386
Cn1c(NCc2ccc3occc3c2)nc2cc(-c3cccc(C(F)(F)F)c3)sc2c1=O | -3 | . | . | . | 2.5 | -241
CCc1nc2ccc(C(=O)Nc3ccc(OC)c(OC)c3)cn2c1N(C)Cc1ccc(N(C)C)cc1 | -2 | . | . | . | 0.4 | 4
CC(=O)OCC(=O)C1(O)CCC2C3CC(C)C4=CC(=O)C=CC4(C)C3C(O)CC21C (stereo not given) | -1 | . | . | . | -0.9 | 4
CCNC(=O)C1(C)CCCN(Cc2ccc(Oc3ccccc3)cc2)C1 (stereo not given) | 1 | . | . | . | 0.9 | 18
Nc1ccc(CC(N)c2csc(Nc3nncc4ccccc34)n2)cc1 (stereo not given) | -16 | . | . | . | 2.0 | -81

Brought forward from above: 3 compounds; new compounds follow.
SMILES | SENP1 FRET inh | SENP6 inh | PfGluPho inh | hIAP act | MPTP inh | SENP8 block
CC(=O)OCC(=O)C1(O)CCC2C3CC(C)C4=CC(=O)C=CC4(C)C3C(O)CC21C (stereo not given) | -1 | . | . | . | -0.9 | 4
CCNC(=O)C1(C)CCCN(Cc2ccc(Oc3ccccc3)cc2)C1 (stereo not given) | 1 | . | . | . | 0.9 | 18
Nc1ccc(CC(N)c2csc(Nc3nncc4ccccc34)n2)cc1 (stereo not given) | -16 | . | . | . | 2.0 | -81
CCOC(=O)C1=CC[C@@H](c2ccncc2)N(S(=O)(=O)c2ccc(C)cc2)C1 | 0 | . | . | . | -0.1 | 3
CC(C(=O)NC1CCCC1)n1c(C2CCCC2)nc2ccccc21 (stereo not given) | 3 | . | . | . | -1.3 | 14
CC1(C(=O)NCc2cccc3ccccc23)CCN1Cc1cc2ccccc2o1 (stereo not given) | -2 | . | . | . | -0.2 | -2
CCCC(=O)Nc1nnc([C@H]2C[C@H](O)[C@@H](CO)O2)s1 | -3 | . | . | . | 0.0 | 6
CC(C(=O)NC(C)(C)C)n1c(C(c2ccccc2)c2ccccc2)nc2ccccc21 (stereo not given) | 2 | . | . | . | -0.4 | 9
CC1(C(=O)NS(=O)(=O)c2ccc(C#N)cc2)CCN1C(=O)c1ccccc1CCc1ccccc1 (stereo not given) | 1 | . | . | . | 1.7 | -2
Cc1nc(CN2C(=O)C3(CCC3)ON=C2c2cccc(Cl)c2)cs1 | -1 | . | . | . | 1.0 | 2
Cc1noc(C)c1S(=O)(=O)NC(=O)C1(C)CCN1C(=O)c1ccccc1CCc1ccccc1 (stereo not given) | 0 | . | . | . | -0.3 | 23
Cc1c(C(=O)NCc2ccc3c(c2)OCO3)sc(=O)n1Cc1cccc(F)c1 | 0 | . | . | . | -2.6 | 5
CC(=O)NC(c1ccc(F)c(F)c1)c1nc(-c2cnn(C)c2)cs1 (stereo not given) | 2 | . | . | . | 0.9 | 7
Cc1ccc(S(=O)(=O)N2[C@H](CC(=O)OCc3ccccc3)OC[C@@H]2C(C)C)cc1 | 0 | . | . | . | 0.3 | 16
CCOC(=O)C1CCCN(C(=O)c2ccc(OC)c(OC)c2)CC1 (stereo not given) | 1 | . | . | . | -0.1 | 15
Fc1ccccc1N1CCN(C(c2ccnc3ccccc23)c2nnnn2-c2ccc3c(c2)OCCO3)CC1 (stereo not given) | 1 | . | . | . | 1.1 | 19
Cc1nc(C(F)(F)F)ccc1C(=O)N1CCC1(C)C(=O)NS(=O)(=O)c1cccc(Cl)c1 (stereo not given) | 2 | . | . | . | 0.6 | 4
CC(C)(C)n1nnnc1C(c1cc2ccccc2o1)N1CCOCC1 (stereo not given) | 4 | . | . | . | 0.7 | 23
CCc1nc2ccc(C(=O)NCCN(C)C)cn2c1N(CC)CCOC | 2 | . | . | . | -0.6 | 4
COc1ccc(C(C)(NC(C)=O)c2nc(-c3cccnc3)cs2)cc1 (stereo not given) | 1 | . | . | . | 0.2 | 7
O=C1NC[C@@H](CCCCN2C[C@H](Cc3ccc(O)cc3)N(CCC3CCCCC3)C(=O)C2=O)N(CCc2ccc(O)cc2)C1=O | 2 | . | . | . | 0.2 | 17
COc1ccc(Nc2nc3cc(-c4sccc4C)sc3c(=O)n2C)cc1OC | -23 | . | . | . | 0.5 | -47
CCCc1c(-c2cccc(Br)c2)ncn1Cc1ccccc1OC | 1 | . | . | . | 0.2 | 10
Nc1[nH]c(C(=O)c2ccccc2)c(-c2ccc(Br)cc2)c1C(=O)NCCc1c[nH]c2ccccc12 | -5 | . | . | . | 1.1 | 8
O=C(C[C@@H]1C=C[C@@H](NC(=O)Nc2cccc(F)c2)[C@@H](CO)O1)NCC1CCCCC1 | -1 | . | . | . | 0.6 | 18
C=CCn1c(-c2ccccn2)n[nH]c1=S | 3 | . | . | . | 3.7 | -301
OCC1OC(n2cnc3ncccc32)C(O)C1O (stereo not given) | 0 | . | . | . | -1.0 | 4
OCC[C@@H]1C[C@H](O)[C@@H](O)[C@@]2(OCc3ccc(CO)cc32)O1 | 0 | . | . | . | -2.3 | 20
Further results follow:
SMILES | SENP1 FRET inh | SENP6 inh | PfGluPho inh | hIAP act | MPTP inh | SENP8 block
CCCC(=O)N1CCC1(C)C(=O)NS(=O)(=O)c1ccc(F)cc1F (stereo not given) | 0 | . | . | . | -0.7 | 24
Cc1cccc(C)c1N1C(=O)c2ccccc2NC(=O)C1C(=O)Nc1ccc2c(c1)OCCO2 (stereo not given) | 8 | . | . | . | -0.2 | -110
O=C(NCCO)c1cccc(-c2cccc3nncn23)c1 | 0 | . | . | . | -1.5 | -321
COC(=O)N1CCCCC1c1cc(C(=O)NCc2cccnc2)no1 (stereo not given) | -1 | . | . | . | -0.6 | 7
CN(C)CCCNc1nc2cc(-c3cnn(Cc4ccccc4)c3)sc2c(=O)n1C | 0 | . | . | . | 0.4 | -169
COC(=O)c1cccc(CC2(C)C(=O)Nc3ccc(OC(F)(F)F)cc32)c1 (stereo not given) | -1 | . | . | . | -0.2 | 12
c1ccc(N2CCN(c3cccc(-c4cc5ccccc5s4)n3)CC2)nc1 | -2 | . | . | . | 0.4 | i
CC(=O)NC(c1ccccc1)c1nc(-c2cnc3ccccc3c2)cs1 (stereo not given) | 2 | . | . | . | 0.2 | -32
CCCCCCCCC(c1nc2cc(C)c(C)cc2[nH]1)n1c(=O)c(-c2ccccc2Br)nc2ccccc21 (stereo not given) | -143 | . | . | . | 2.1 | -337
Cc1noc(C)c1-c1ccc(C(=O)NCC2CC2)c2occc12 | 2 | . | . | . | -0.9 | 5
Nc1c(-c2ccccc2)nc2ncccn12 | 20 | . | . | . | -0.4 | -4
O=C(NCc1ccc(Cl)c(Cl)c1)c1cc(C2CCCCN2C(=O)CCc2ccccc2)on1 (stereo not given) | -2 | . | . | . | 2.5 | 7
COc1cccc(CNc2nc3cc(-c4ccccc4)sc3c(=O)n2C)c1 | 1 | . | . | . | 1.5 | -125
NC(COCc1ccccc1)c1csc(Nc2ccc(C(F)(F)F)cn2)n1 (stereo not given) | -6 | . | . | . | 3.0 | -98
CCOc1ccc2nc(S(=O)(=O)NC(=O)C3(C)CCN3C(=O)c3c(C)noc3C)sc2c1 (stereo not given) | 1 | . | . | . | -2.5 | 15
CC(O)(c1cccnc1)c1nc(-c2cccc(C#N)c2)cs1 (stereo not given) | 4 | . | . | . | 1.7 | 7
COc1ccc(C(NC(=O)C2CCN(CCCOc3ccccc3)CC2)c2ccccn2)cc1 (stereo not given) | 0 | . | . | . | 1.0 | 24
COc1ccc(OC)c(S(=O)(=O)NC(=O)C2(C)CCN2C(=O)C2(c3ccc(Cl)cc3)CC2)c1 (stereo not given) | 4 | . | . | . | -2.0 | 18
COC(=O)[C@@]12C[C@@H](CC(=O)NCC34CC5CC(CC(C5)C3)C4)C(=O)N(Cc3cccc4ccccc34)C1=CCC(C)(C)C2 | 1 | . | . | . | -0.7 | 12
CC(C)C[C@H]1CNC(=S)N1C[C@H]1CCCN1C[C@H](Cc1ccccc1)N1C[C@H](Cc2ccc(O)cc2)N(CCc2ccccc2)C1=S | 3 | . | . | . | 1.8 | 20
COc1cccc(CN2CCC2(C)C(=O)Nc2ccc3c(c2)OCO3)c1F (stereo not given) | 1 | . | . | . | 0.4 | 8
CCNC(=O)C1CCCN(C(=O)c2cc(F)ccc2C)CC1 (stereo not given) | 2 | . | . | . | -0.7 | 0
O=C1NC[C@@H](CCCCN2C[C@H](Cc3ccc(O)cc3)N(CCc3ccc(O)cc3)C(=O)C2=O)N(CCc2ccc(O)cc2)C1=O | 7 | . | . | . | 0.0 | 5
O=C(NCCN1CCC(n2c(=O)[nH]c3ccccc32)CC1)c1cccnc1Cl | 1 | . | . | . | -0.9 | 3
COc1ccc(CNC(=O)Nc2ccc3c(c2)c(=O)n(C)n3Cc2cccc(C(F)(F)F)c2)cc1 | 0 | . | . | . | 3.0 | i
COc1c(C)cc(C(O)c2ncc(-c3cccc(C(F)(F)F)c3)[nH]2)cc1C (stereo not given) | -1 | . | . | . | 4.1 | 20
COc1ccccc1-c1cnc(C(O)c2ccc(C)c(F)c2)[nH]1 (stereo not given) | -4 | . | . | . | 1.4 | 34
O=c1ccn([C@@H]2O[C@H](CNCc3cccn3-c3nccs3)[C@@H](O)[C@H]2O)c(=O)[nH]1 | -1 | . | . | . | -1.8 | 34
O=C(NC1CCCCC1)C(C1CC1)n1c(=O)c(-c2ccccc2)nc2ccccc21 (stereo not given) | -2 | . | . | . | 0.9 | -426
CNC(C)C(=O)NC(C(=O)NC(C(=O)Nc1cccc2ccccc12)C(C)C)C(C)C (stereo not given) | -2 | . | . | . | 0.5 | -59

Screening results from PubChem.

Only part of the results is shown; rates above refer to the full screens.
